Giardia kill – Giardia lamblia killing | hit rate 0.15% among 340,000 | activity change, % at 7.66 µM, hits read low | AID 540267 | Giardia lamblia trophozoite viability; in the data active means activity change below about -80%; inconclusive means between about -30% and that limit;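 further: parasites exposed to compound for two days anaerobically before the ATP read; on the % scale 0 is the no-effect control and ±100 the full control effect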
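Anaerobic 48 hrs incubation at 37 deg C of 100 trophozoites/well with test compounds; ATPLite 1-Step luminescence, 15-30 min RT, reports cellular ATP as viability.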
Chronic BCR inh – chronic active BCR signaling inhibition; ABC-DLBCL IkBa-CBG/CBR reporter, luminescence ratio, 4 h; Potency, µM (titrated, usually from 46.1 µM), for the others: at the highest dose ratio change, negative = lower green/red ratio, most hits filed as inhibitors; hit rate 0.05% among 340,000; AID 493014; active means well fitted inhibition curve with a large enough effect in the signal ratio, with a control signal flat, not every such curve was filed as active; inconclusive means small, poorly fitted or top-dose-only effect, or effect the other way, or a change in a side signal; the % refers to the signal ratio;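 further: potency means the concentration at half of the fitted maximal effect; plate controls were basal doxycycline-induced cells for no effect and cells given 10 µM MG132 for full effect; MG132 reads +100%, hits lower the ratio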
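Cell line TMD8 (human ABC DLBCL), stably expressing tet-inducible CBG68-IkBa fusion and CBR; IMDM/0.5% FBS; cpd up to 46 uM; dox induction, 4 h, 37C/5% CO2; dual luminescence; green/red ratio; MG132 control.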
CXXC DNA block – MLL CXXC-DNA interaction inhibition. MLL-CXXC / FITC-HOXA9 DNA fluorescence polarization. Q03164. Potency, µM (top dose mostly 115 µM), for the others: top-dose activity change, negative = inhibition, actives largely listed as inhibitors. hit rate 0.037% among 290,000; active means well fitted inhibition curve with a large enough effect in the polarisation, with a control signal flat, not every such curve was filed as active; inconclusive means small, poorly fitted or top-dose-only effect, or effect the other way, or a change in a side signal; inactive means no such curve, though single readings can be large or run the other way; the % refers to the polarisation; further: potency means the concentration at half of the fitted maximal effect
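Purified MLL-CXXC (added from a 7 uM solution) was preincubated 5 min at ambient with pinned compounds in 50 mM Tris-HCl pH 7.5, 50 mM NaCl, 1 mM DTT, 0.05% BSA. Fluorescein-labeled HOX-A9 DNA (50 nM solution) followed, 30 min, then polarization read.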
Coupling enz – counter-screen for Giardia aldolase inhibitors: coupling enzyme system | coupling enzyme system counterscreen, AmpLite Red fluorescence | activity change, negative = inhibition, % at 58.2 µM, hits read low | hit rate 0.67% among 290,000; in the data active means activity change below about -30%; further: on the % scale 0 is the no-effect control and ±100 the full control effect
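Counterscreen lacking aldolase: glyceraldehyde-3-phosphate coupling-enzyme reagent preincubated 10 min at RT with compound (at 57.5 uM final), then substrate/coupling system with AmpLite Red added; fluorescence read at 525/598 nm after 20 min RT.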
KCNH2 WT inh – inhibitors of human wildtype KCNH2 potassium channel. U2OS, BacMam KCNH2, thallium flux FluxOr; stronger effect = lower value. activity change, % at 1.84 µM. hit rate 0.37% among 340,000;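 active means maximum activity change below -70%; inconclusive means maximum activity change between -70% and -50%; inactive means maximum activity change above -50%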; further: on the % scale 0 is the no-effect control and ±100 the full control effect
Target sequence (Q12809 whole entry, looked up): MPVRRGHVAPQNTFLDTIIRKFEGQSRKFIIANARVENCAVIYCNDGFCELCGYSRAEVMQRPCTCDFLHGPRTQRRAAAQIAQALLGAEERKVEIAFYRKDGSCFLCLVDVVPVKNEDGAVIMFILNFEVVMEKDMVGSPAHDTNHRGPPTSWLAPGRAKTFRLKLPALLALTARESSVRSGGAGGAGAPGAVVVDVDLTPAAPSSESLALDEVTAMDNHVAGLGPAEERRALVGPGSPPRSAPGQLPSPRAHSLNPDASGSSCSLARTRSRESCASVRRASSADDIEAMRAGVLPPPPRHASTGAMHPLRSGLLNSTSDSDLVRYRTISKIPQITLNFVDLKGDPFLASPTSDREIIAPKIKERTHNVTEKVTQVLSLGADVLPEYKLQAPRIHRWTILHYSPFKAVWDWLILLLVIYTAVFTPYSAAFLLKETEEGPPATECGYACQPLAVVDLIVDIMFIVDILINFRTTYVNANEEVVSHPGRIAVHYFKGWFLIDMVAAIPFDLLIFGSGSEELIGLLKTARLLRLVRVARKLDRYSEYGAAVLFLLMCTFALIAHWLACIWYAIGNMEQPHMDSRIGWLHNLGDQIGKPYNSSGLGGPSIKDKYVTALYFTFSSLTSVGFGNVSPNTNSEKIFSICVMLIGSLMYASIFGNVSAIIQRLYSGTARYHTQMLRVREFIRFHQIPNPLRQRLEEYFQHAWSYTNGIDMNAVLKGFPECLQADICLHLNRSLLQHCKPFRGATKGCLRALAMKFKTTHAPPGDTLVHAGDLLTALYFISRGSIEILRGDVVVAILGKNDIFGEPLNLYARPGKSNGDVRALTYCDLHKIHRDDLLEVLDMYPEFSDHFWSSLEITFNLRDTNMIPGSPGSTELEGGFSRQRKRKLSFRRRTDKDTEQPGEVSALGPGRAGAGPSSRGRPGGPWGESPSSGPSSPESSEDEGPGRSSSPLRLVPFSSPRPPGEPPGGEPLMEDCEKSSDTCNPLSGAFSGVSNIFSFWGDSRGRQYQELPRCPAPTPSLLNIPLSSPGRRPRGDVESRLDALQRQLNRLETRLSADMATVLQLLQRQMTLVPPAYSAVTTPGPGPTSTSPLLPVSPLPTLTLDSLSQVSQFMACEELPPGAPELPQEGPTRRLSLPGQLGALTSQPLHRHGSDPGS
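U2OS cells were transduced with wild-type KCNH2 virus (2.03 x 10^8 / mL) for 4 h at room temperature, then cultured overnight at 37 C. Thallium flux was read with FluxOr dye. Rate constants were normalized to DMSO controls.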
TSHR antag – blocks TSH signaling through the human TSH receptor; hit rate 0.2% among 330,000; P16473; activity change, negative = inhibition, % at 11.5 µM; TSHR-expressing cells, TSH-stimulated cAMP HTRF, 2 h; stronger effect = lower value;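 active means activity change below a set negative limit, meaning inhibition stronger than a set level, cut at about -70% in these data; inconclusive means activity change between two set negative limits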; further: on the % scale 0 is the no-effect control and ±100 the full control effect
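TSHR-expressing cells were treated with compounds, then stimulated with TSH at EC80 (4nM final) for 2 hours at 37 deg C. Cellular cAMP was measured by HTRF competition between lysate cAMP and cAMP-d2 for a cryptate-labelled anti-cAMP antibody.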
Tb PFK inh – blocks T. brucei phosphofructokinase; hit rate 0.17% among 330,000; Potency, µM (top dose mostly 57.5 µM), for the others: at the top dose activity, negative = inhibition, actives largely listed as inhibitors; T. brucei PFK, ADP-Glo luminescence; AID 485367; O15648;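 further: potency means the concentration at half of the fitted maximal effect; 0% = uninhibited 1x PFK enzyme wells and -100% = no-enzyme wells; nearly all actives have a fitted effect of over 60% in size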
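Luminescent ADP detection (ADP-Glo, two-step: ATP depletion then ADP-to-ATP conversion for luciferase) reported PFK activity after 45 min room-temperature reaction of 1.25 nM enzyme with 0.5 mM F6P and 0.1 mM ATP at pH 8.0.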
GALK inh – galactokinase (human) inhibition | P51570 | AID 1868 | Potency, µM (doses to about 57.5 µM), for the others: top-dose activity change, negative = inhibition, hits mostly inhibitors | hit rate 0.007% among 270,000 | Purified GALK, Kinase-Glo residual ATP luminescence; further: potency means the concentration at half of the fitted maximal effect; on the % scale 0 is the no-effect control and ±100 the full control effect
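Quantitative HTS: GALK 5 nM, ATP 35 uM, galactose 100 uM, 1 h room temperature, then luciferase-based ATP detection.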
TCR act – T cell receptor activation; 330,000 tested, under 10 active; primary human leukocytes, anti-CD3, IL-2 HTRF, 48 h; Potency, µM (top dose mostly 9.22 µM), for inactives: at the top dose activation of IL-2 secretion, usual class: activators; further: % of control where 0% means no effect
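IL-2 produced over 48 hr by a-CD3 bead-stimulated primary human leukocytes exposed to compounds was detected with a homogeneous time-resolved FRET immunoassay, 665nm acceptor signal after 320nm excitation.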
AT treatment – potential ataxia-telangiectasia treatment. […] A-T fibroblasts, KAP-1 phosphorylation AlphaLISA; neocarzinostatin DNA damage 30 min before lysis. hit rate 0.19% among 320,000. Potency, µM (series often up to 57.5 µM), without a hit: at the top dose activation, hits mostly activators; further: potency means the concentration at half of the fitted maximal effect; % of control where 0% means no effect; nearly all actives have a fitted effect of over 45% in size
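hTERT-immortalized A-T patient fibroblasts ([…]), 500 cells/well in OPTI-MEM, 1% FBS, got compounds for 60 min, then NCS for 30 min at 37C. Lysates were then assayed for phospho-KAP-1 by AlphaLISA (anti-pKAP1 donor, anti-KAP1 acceptor beads), 6 hr at 25C.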
* = called active by the depositor; ? = inconclusive; / = not tested or not shown; & = joins results of further samples; [ ] = dose if it differs, or a comment. Unless noted, the call rests on the fitted dose curve; in most records, active means well fitted curve in the direction sought with a large enough effect; inconclusive means small, poorly fitted or top-dose-only effect, or another doubt; inactive means no such curve, though single readings can be large; an effect the other way counts as inactive or inconclusive.

SMILES | Giardia kill | Chronic BCR inh | CXXC DNA block | Coupling enz | KCNH2 WT inh | TSHR antag | Tb PFK inh | GALK inh | TCR act | AT treatment
Cc1ccc(-n2cc(CNCCCn3cccn3)c(-c3cccc(C)c3)n2)cc1 | 11 | -6% | 18% | 4 | ? | -4 | -2% | 3% | 8% | -11%
CCOC(=O)CSc1cc(C)nc2ccc(OC)cc12 | -10 | 2% | 0% | 1 | -3 | 3 | 4% | -2% | -1% | 4%
O=C(NNC(=O)C1[C@H]2CCCC[C@@H]12)Nc1cccc2ccccc12 (stereo partly drawn) | 17 | -19% | ? | -1 | -4 | -8 | 1% | 0% | -2% | 2%
CCOc1cc2nc3c4ccccc4n(C)c3nc2cc1OCC | 24 | 1% | 3% | -1 | -10 | 10 | 5% | / | 0% | 12%
CC(NC(=O)c1ccc(CS(C)(=O)=O)cc1)C1CC2CCC1C2 (stereo not drawn) | -4 | 0% | 11% | 1 | -2 | -6 | 9% | -1% | 3% | -2%
CCc1c(C)nc2cc(-c3ccc(OC)c(OC)c3)nn2c1N1CCCC1 | 6 | ? | 1% | -8 | 10 | 3 | 4% | -5% | -2% | 15%
Cn1c(N)c(C(=O)CSc2nnc(C3CC3)n2N)c(=O)n(C)c1=O | -7 | 6% | / | / | -2 | 9 | 0% | / | 4% | 3%
CCc1c(C2(O)CCCCC2)[nH]c2cnccc12 | 1 | 1% | / | / | -4 | -10 | 2% | / | 5% | 7%
CCCCn1c(CCC(=O)O)ccc1-c1cccs1 | 3 | 1% | -2% | 8 | 4 | -9 | 3% | -4% | -2% | 0%
CC(=O)N1CCc2cc(S(=O)(=O)C(C)CC(=O)NCc3ccc(C)o3)ccc21 (stereo not drawn) | -9 | 1% | 39% | 1 | -10 | 0 | -4% | 0% | 5% | -2%
Cc1cc(C)nc(SCc2ccc(C(=O)N/N=C/c3ccncc3)cc2)n1 | 8 | ? | -1% | 0 | 1 | -9 | -3% | 2% | 0% | 3%
Cc1nc(NCC2CCCO2)nc2c1C(=O)CC(C)(C)C2 (stereo not drawn) | -11 | 12% | -4% | 9 | 2 | 19 | 16% | -2% | -1% | 11%
CCCCn1c(N)c(N(CC(C)C)C(=O)c2cccc(S(=O)(=O)N(C)c3ccc(C)cc3)c2)c(=O)[nH]c1=O | -20 | -4% | / | / | 2 | -2 | 1% | / | 1% | 0%
CCc1ccccc1NC(=O)CCCSc1nc2ccccc2s1 | 3 | ? | -3% | -2 | -2 | -8 | -1% | / | -6%[46.1 µM] | -3%
Cc1ccc(C(=O)N/N=C\c2ccc([N+](=O)[O-])o2)cn1 | ? | ? | 6% | -15 | 1 | -2 | -2% | 1% | 3% | 8%
O=C/C=C/c1c(-c2ccccc2)cc2oc3ccccc3cc1-2 | -22 | ? | -1% | -3 | 2 | -15 | -3% | 6% | 3% | 20%
Cc1c(Nc2cc(N3CCCC(C)C3)c3nonc3c2[N+](=O)[O-])c(=O)n(-c2ccccc2)n1C (stereo not drawn) | -5 | 7% | -2% | -1 | -2 | 0 | 3% | -3% | -1% | 4%
CCn1c(Cc2ccccc2)nnc1SCC(=O)N1CCCC1=O | 22 | 2% | -3% | 2 | 32 | -6 | -12% | -1% | 2% | 5%
CCOC(=O)c1ccc(S(=O)(=O)N2CCN(CC(O)COc3cccc(C(C)=O)c3)CC2)cc1 (stereo not drawn) | -6 | -3% | -6% | 0 | -8 | -4 | -1% | 1% | -5% | -9%
CCOc1cc(/C=C2/C(=N)N3C(=NC2=O)SN=C3S(C)(=O)=O)ccc1OS(=O)(=O)c1ccccc1 | -22 | 1% | -3% | / | 11 | 11 | -6% | ? | 0% | 21%
COC(=O)c1ccccc1N/C=C/C(=O)c1ccc(Br)cc1 | 5 | ? | 17% | -7 | 2 | -2 | -3% | 0% | -3%[46.1 µM] | 6%
CCN(CC)c1ncnc2c1cnn2Cc1ccc(Cl)cc1 | -12 | ? | -2% | 0 | 38 | -20 | -29% | 11% | -6% | 5%
CCCn1c(SCC(=O)c2[nH]c(C)c(C(C)=O)c2C)n[nH]c1=O | 25 | 4% | 4% | 0 | 1 | 14 | 2% | / | 5% | -5%
Cc1ccc(OCc2cc(C(=O)N3CCCC(O)C3)no2)cn1 (stereo not drawn) | 14 | 2% | 22% | / | 3 | 0 | -3% | -1% | 2% | 3%
COc1ccc(-c2cc(C(=O)Nc3ccc4c(c3)OCO4)no2)cc1OC | -3 | -16% | 32%[activator] | -2 | -19 | -3 | 0% | 5% | -22% | 3%
COc1ccc(Cc2nc3ccc(C(=O)NCC4COCCO4)cc3o2)cc1 (stereo not drawn) | 8 | -6% | -6% | / | -10 | -8 | 1% | -3% | -3% | 4%
OCC1(CC2CCCCO2)CCN(Cc2nc3ccccc3[nH]2)CC1 (stereo not drawn) | 8 | ? | 18% | 2 | -18 | -10 | -1% | 7% | 0% | 4%[11.5 µM]
Cc1ccc(Cn2c(CCC(=O)O)nc3ncccc3c2=O)cc1 | -10 | -1% | -5% | 3 | -16 | 8 | 2% | / | 0% | -7%
COCCOC(=O)C1=C(C)NC(=O)NC1c1cn(-c2ccccc2)nc1-c1cccs1 (stereo not drawn) | -3 | 0% | 3% | 0 | 9 | -9 | 0% | 0% | 0% | -2%
Cc1onc(-c2ccccc2)c1C(=O)Nc1sccc1C#N | -7 | 14% | 47%[activator] | 1 | 2 | -1 | 1% | -3% | 11% | 21%
CC(C)Cn1c(SC(C)C(=O)Nc2ccc3c(c2)OCCO3)nc2ccccc2c1=O (stereo not drawn) | -2 | ? | 3% | 1 | -14 | 11 | 1% | 11% | 2% | 0%
CN(C(=O)c1ccc2c(c1)OCO2)C1CCS(=O)(=O)C1 (stereo not drawn) | -11 | -6% | / | / | 39 | 12 | -17% | / | -2% | 6%
O=c1[nH]cnc2scc(-c3ccc(-c4ccccc4)cc3)c12 | ? | ? | 19% | 1 | -6 | -25 | -4% | 1% | -2% | /
Cc1noc(C)c1COC(=O)c1ccc2ccccc2n1 | -6 | -4% | 2% | 2 | 4 | 8 | 1% | 0% | 0% | -6%
O=C(CSc1nnc2n1CCCN2C(=S)Nc1ccc(Cl)cc1)c1ccccc1 | -2 | ? | -5% | 1 | -1 | 10 | -4% | 2% | -2%[46.1 µM] | -9%
O=[N+]([O-])c1ccccc1/C=C/C=N/n1c(-c2ccc(Cl)cc2)n[nH]c1=S | -4 | ? | 5% | -1 | -9 | -21 | -1% | -4% | 1% | 1%
CCCc1cc(=O)oc2c(C)c(OCC(=O)Nc3ccc(CN4CCOCC4)cc3)ccc12 | 38[activator] | -9% | 11% | / | 5 | 8 | 1% | 2% | -3% | 4%
CCc1ccc(C2=C/C(=C/c3cccnc3)C(=O)O2)cc1 | -2 | 9% | 2% | 1 | -2 | 2 | 1% | 2% | 1% | 7%
CC(=O)Nc1ccc(NC(=O)CCCCCN2C(=O)c3ccccc3C2=O)cc1 | -12 | 18% | 32%[activator] | 2 | -6 | 10 | -5% | -4% | 0% | 4%
CC(C)CCN1CCN(Cc2cccc(C(F)(F)F)c2)CC1CCO (stereo not drawn) | 2 | -15% | -4% | 0 | 21 | -29 | -1% | -2% | -47% | 11%
Cc1ccc(NC(=O)CN(C)S(=O)(=O)c2ccc3[nH]c(=O)oc3c2)c(C)c1 | -7 | ? | 20% | / | 4 | -31 | 2% | -9% | -9% | 3%
Cc1cc(Cl)ccc1Oc1ccc(C(N)=O)cc1[N+](=O)[O-] | -5 | 7% | -1% | 4 | -5 | -3 | 2% | 0% | -1%[46.1 µM] | 0%
COc1ccc(-n2ncc3c(N4CCc5ccccc54)ncnc32)cc1 | -9 | / | 0% | 1 | 17 | / | / | 3% | / | /
Cc1ccc(-n2cc(CNCCc3ncc(C)[nH]3)c(-c3ccc(F)cc3)n2)cc1 | 4 | ? | -16% | -2 | 22 | 5 | 0% | 0% | / | 11%
Cc1ccc(Nc2ncccc2C(=O)O)cc1C | -6 | -2% | -1%&1% | -3 | 3 | -15 | -2% | 2% | 3% | 4%
CC(C)OCC1Cn2c(nc3c2c(=O)n(C)c(=O)n3C)O1 (stereo not drawn) | -5 | -2% | 1% | -1 | 3 | -1 | -2% | 14% | 1% | 0%

Part of the list above, as tab-separated lines:
compound	Giardia kill	Chronic BCR inh	CXXC DNA block	Coupling enz	KCNH2 WT inh	TSHR antag	Tb PFK inh	GALK inh	TCR act	AT treatment
CC(C)Cn1c(SC(C)C(=O)Nc2ccc3c(c2)OCCO3)nc2ccccc2c1=O (stereo not drawn)	-2	?	3%	1	-14	11	1%	11%	2%	0%
CN(C(=O)c1ccc2c(c1)OCO2)C1CCS(=O)(=O)C1 (stereo not drawn)	-11	-6%	/	/	39	12	-17%	/	-2%	6%

Source: PubChem (National Center for Advancing Translational Sciences (NCATS))
